Assay outcomes as filed in PubChem BioAssay.
A549 tox = Nrf2 qHTS screen for inhibitors: counterscreen for cytotoxicity. 0.16% of 390,000 active. A549 ARE-Fluc cells, CellTiter-Fluor viability, 18-24 h. Potency, µM (titrated, usually from 46 µM), without a hit: at the top dose activity change, negative = cytotoxicity, actives largely listed as inhibitors; also: % is scaled to controls: 0 for no effect and ±100 for the full control effect
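A549 ARE-Fluc cells in 5% FBS OPTI-MEM, 5000 cells/well, rested 2 h then exposed to compounds in concentration-response for 18-24 h at 37 °C. Viability by CellTiter-Fluor fluorescence (Ex 405/Em 525) after 30 min; luciferase luminescence (BugLite, 15 min, RT) read afterwards.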
EPAC2 antag = qHTS for Antagonist of cAMP-regulated guanine nucleotide exchange factor 2 (EPAC2): primary screen; Rap guanine nucleotide exchange factor 4 (Homo sapiens), Q8WZA2; EPAC2 GEF exchange of Rap1B-BODIPY-GDP, fluorescence; Potency, µM (top dose mostly 114 µM), for inactives: at the top dose activity, negative = inhibition, usual class: inhibitors; 0.18% of 360,000 active; also: % is scaled to controls: 0 for no effect and ±100 for the full control effect; nearly all actives have a fitted effect of over 45% in size; many of its hits are not listed in these tables
Target sequence (Q8WZA2 whole entry, looked up): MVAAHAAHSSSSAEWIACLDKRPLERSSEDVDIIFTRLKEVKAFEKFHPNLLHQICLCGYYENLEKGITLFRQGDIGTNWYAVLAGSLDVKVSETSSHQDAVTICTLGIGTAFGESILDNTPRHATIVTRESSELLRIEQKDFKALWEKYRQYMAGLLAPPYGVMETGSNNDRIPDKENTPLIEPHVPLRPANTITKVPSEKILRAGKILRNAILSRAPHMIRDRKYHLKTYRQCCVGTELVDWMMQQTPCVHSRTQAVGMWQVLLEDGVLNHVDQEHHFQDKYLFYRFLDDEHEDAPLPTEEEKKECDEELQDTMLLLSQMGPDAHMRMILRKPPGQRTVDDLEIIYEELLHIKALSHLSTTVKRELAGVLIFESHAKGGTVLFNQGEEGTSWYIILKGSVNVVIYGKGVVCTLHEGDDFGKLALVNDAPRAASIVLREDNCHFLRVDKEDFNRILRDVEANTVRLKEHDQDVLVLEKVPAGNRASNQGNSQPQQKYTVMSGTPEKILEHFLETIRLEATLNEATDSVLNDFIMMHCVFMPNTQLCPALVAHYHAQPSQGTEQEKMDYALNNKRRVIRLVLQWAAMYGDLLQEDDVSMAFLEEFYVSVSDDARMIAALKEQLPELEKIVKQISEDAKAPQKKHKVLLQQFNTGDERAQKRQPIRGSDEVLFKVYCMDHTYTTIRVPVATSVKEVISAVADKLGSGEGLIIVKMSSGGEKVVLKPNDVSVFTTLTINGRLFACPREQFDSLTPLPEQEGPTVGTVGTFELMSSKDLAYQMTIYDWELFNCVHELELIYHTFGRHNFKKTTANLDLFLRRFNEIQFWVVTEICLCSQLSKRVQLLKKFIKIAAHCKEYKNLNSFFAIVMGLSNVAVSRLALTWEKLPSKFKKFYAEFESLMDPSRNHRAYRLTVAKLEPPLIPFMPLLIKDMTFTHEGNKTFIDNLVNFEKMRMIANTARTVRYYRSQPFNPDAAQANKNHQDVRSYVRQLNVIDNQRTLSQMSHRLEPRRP
Nrf2 inh = Nrf2 qHTS screen for inhibitors; A549 ARE-Fluc reporter, luciferase luminescence, 18-24 h; Potency, µM (doses to about 46 µM), for the others: at the highest dose activity change, negative = inhibition, usual class: inhibitors; 2.1% of 360,000 active; also: % is scaled to controls: 0 for no effect and ±100 for the full control effect; nearly all actives have a fitted effect of over 60% in size
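Two sequential reads on A549 ARE_Fluc cells exposed to compound for 18-24 h: a CellTiter-Fluor fluorescence read for viability, then a luciferase luminescence read for Nrf2/ARE activity.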
MCF10A rerep = A quantitative high throughput screen for small molecules that induce DNA re-replication in MCF 10a normal breast cells. MCF 10A DNA re-replication, Hoechst nuclear intensity, 48 h. Potency, µM (top dose mostly 46.1 µM), inactives show at the top dose activity, positive = re-replication, actives largely listed as activators. 2.9% of 350,000 active; also: % of control where 0% means no effect; nearly all actives have a fitted effect of over 50% in size
ATXN viability = Viability Counterscreen for Primary qHTS for Inhibitors of ATXN expression. S2 cells (HEK-293 line with an ATXN2-luciferase reporter) viability, CellTiter-Fluor protease fluorescence, 24 h. Potency, µM (titrated, usually from 56.7 µM), actives largely listed as cytotoxic. 0.49% of 400,000 active. AID 651635, 2014; also: nearly all actives have a fitted effect of over 40% in size
Nrf2 activator = qHTS of Nrf2 Activators; AREc32 ARE-luciferase reporter (MCF7-derived line), luminescence, 24 h; AID 624171, 2012; 0.31% of 410,000 active; Potency, µM (doses to about 46.1 µM), for inactives: at the highest dose activation, usual class: activators; also: % of control where 0% means no effect; nearly all actives have a fitted effect of over 65% in size
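For detection, Steady-Glo was added and plates sat 30 min at RT; before that, AREc32_Fluc cells grown overnight in OPTI-MEM/5% FBS had been treated with 23 nL compound for 24 hr at 37 deg C.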
HepG2 tox = qHTS for Inhibitors of TGF-b: Cytotox Counterscreen; HepG2 CAGA-GFP viability, ATP luminescence, 18 h; Potency, µM (doses to about 46.1 µM), without a hit: top-dose activity change, negative = cytotoxicity, actives largely listed as cytotoxic; 0.76% of 410,000 active; also: some results filed as inactive show a strong effect at the top dose
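CellTiter-Glo luminescence gave cytotoxicity after 18 hours at 37 degrees C. The cells were HepG2 CAGA-GFP in 1% FBS DMEM, stimulated with 500 pg/mL TGF-beta after compound addition. %Activity was normalised to no-cell wells (complete cell-killing) and DMSO (no toxicity), and curves were fitted and classified.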
TGFb SMAD3 inh = qHTS for Inhibitors of TGF-b; HepG2 CAGA-GFP TGF-b/SMAD3 reporter, GFP fluorescence, 18 h; TGF-beta stimulated, 500 pg/mL final; Potency, µM (series often up to 46.1 µM), for inactives: at the highest dose activity, negative = inhibition, usual class: inhibitors; 1.2% of 410,000 active; also: % is scaled to controls: 0 for no effect and ±100 for the full control effect; nearly all actives have a fitted effect of over 65% in size
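HEPG2 CAGA-GFP, 1000 cells/well; 2 h settle, 37 C; cpd via pin tool; TGF-b 500 pg/mL final; 18 h, 37 C; GFP imaging ex488/em500-530; %Activity normalised to -TGF-b and +DMSO controls; CRC fit, curve class.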
ATXN2 expr inh = Primary qHTS for Inhibitors of ATXN expression; HEK-293 ATXN2-luciferase reporter, luminescence, 24 h; Potency, µM (titrated, usually from 57 µM), inactives show top-dose activity change, negative = inhibition, most hits filed as inhibitors; 0.72% of 360,000 active; also: % is scaled to controls: 0 for no effect and ±100 for the full control effect; nearly all actives have a fitted effect of over 55% in size
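ATXN2-luciferase reporter cells (luciferase flanked by upstream and downstream ATXN2 gene portions) were treated 24 h at 37 °C with compounds at up to 57 uM. SteadyGlo luminescence gave expression; GF-AFC fluorescence gave viability.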
Starred values were filed as active, the others as inactive; i = inactive; ? = inconclusive; / = not tested or not shown; & = joins results of further samples; [ ] = dose if it differs, or a comment. Calls follow the shape of the dose curve; as a rule, active = well fitted curve in the direction sought with a large enough effect; inconclusive = small, poorly fitted or top-dose-only effect, or another doubt; inactive = no such curve, though single readings can be large; an effect the other way counts as inactive or inconclusive. Potency is read from the fitted curve at half-maximal effect. This is a subset. The share of hits here may be higher or lower than overall.

entry | mol | A549 tox | EPAC2 antag | Nrf2 inh | MCF10A rerep | ATXN viability | Nrf2 activator | HepG2 tox | TGFb SMAD3 inh | ATXN2 expr inh
1 | CC(Sc1ncnc2sccc12)C(=O)Nc1ccc(S(=O)(=O)N2CCOCC2)cc1 (centres undefined) | 1% | 0% | ? | -7% | i | 2.3% | -6% | -4% | 8%
2 | O=C(C1CCN(S(=O)(=O)c2ccc(Br)s2)CC1)N1CCN(c2ccccc2)CC1 | -9%&-4% | 0% | ? | ? | i | 0.1%&0.4% | -7%&-1% | -18%&-15% | -19%&10%
3 | CCN(CC)C(=O)c1ccc(NC(=S)NC(=O)CCc2ccccc2)cc1 | 0% | -14% | ? | 9% | i | 0.2% | -6% | 0% | -24%
4 | CCOc1ccc(Cn2c(=O)oc3ccc(C)cc32)cc1OC | -5% | -2% | ? | 9% | i | 1.6% | -21% | -11% | -3%
5 | COC(=O)C1=C(c2ccc(F)cc2OCc2ccccc2)C[C@@H]2CC[C@H]1N2C(=O)N1CCC(C)CC1 | ? | -26% | ? | ? | ? | 2.8% | -16% | ? | ?
6 | CCCCn1c(O)c(C(CC)=NCCN2CCOCC2)c(=O)[nH]c1=O | -8% | -3% | / | -9% | i | -0.9% | -20% | 0% | -1%
7 | O=c1[nH]c(=O)n(Cc2ccco2)c(O)c1C=NCCN1CCNCC1 | 1% | 5% | 2% | -1% | i | 0.3% | 12% | -1% | -6%
8 | COc1ccc(OC)c(N=Cc2c(O)n(Cc3ccccc3)c(=S)[nH]c2=O)c1 | -4% | 4% | ? | ? | i | 0.2% | -16% | 4% | -4%
9 | Cc1cccc(-n2c(C)nc3ccccc3c2=O)n1 | 4% | 7% | 16% | 2% | i | -1.1% | 0% | -1% | 10%
10 | ClCCN(CCCl)c1ccc(C=Cc2ccncn2)cc1 | 30% | -14% | ? | 15µM* | / | 4.0% | -9% | 22% | -23%
11 | CC(C)c1ccc(N2C(=O)CC(=O)NC2=O)cc1 | 0% | -13% | -2% | 5% | i | -0.7% | 18% | 31%[activator] | -1%
12 | O=C1NC(=S)NC(=O)C1Cc1ccccc1 | -3% | -26% | 6% | -3% | i | -0.1% | -20% | -10% | 8%
13 | CCOC(=O)[C@]12Cc3c(cc(OC)c(OC)c3OC)[C@H]1N(C)C(=O)c1ccccc12 | / | -10% | / | / | ? | 13% | / | / | 1%
14 | CCN(CC)P(=O)(c1nccn1C)N(CC)CC | 0% | -9% | 7% | -3% | i | -0.2% | 12% | -6% | /
15 | O=C1NCN(c2ccccc2)C12CCN(C(c1cc3ccccc3o1)c1nnnn1C1CCCC1)CC2 (centres undefined) | / | ? | / | / | ? | 3.0% | 0% | ? | ?
16 | COC(=O)C1=Nc2ccccc2/C1=C\c1c(O)n(-c2ccc(OC)cc2)c(=O)[nH]c1=O | -7%[1.84 µM] | 1% | -5% | 0% | i | 8.5% | -28% | -28% | -12%
17 | CC[C@@H](C(=O)[C@@H](C)[C@@H](O)[C@H](C)[C@@H]1O[C@@H]([C@@H](CC)C(=O)O)CC[C@@H]1C)[C@H]1O[C@]2(C=C[C@@H](O)[C@]3(CC[C@@](C)([C@H]4CC[C@](O)(CC)[C@H](C)O4)O3)O2)[C@H](C)C[C@@H]1C | 4.6µM* | -4% | 1.5µM* | ? | 5.6µM* | 0.5% | -20% | ? | 4.5µM*
18 | c1cnc2c(c1)ncn2C1CCNCC1 | -4% | / | / | / | i | -0.8% | 1% | 6% | 1%
19 | CC(ON1CC1(C(F)(F)F)C(F)(F)F)(C(N)=O)C(N)=O (centres undefined) | -3% | 6% | -3% | 1% | i | -0.2% | 12% | -30% | -2%
20 | O=C(Nc1ccc(Cl)cc1C(=O)c1ccccc1)c1cc(Cl)cc(Cl)c1 | -1% | / | 12% | / | i | -0.1% | -16% | -22% | -10%
21 | Clc1ccc(OCC#CCN2CCCCCC2)cc1 | 17% | -8% | 26% | 7% | i | 4.1% | -10% | -4% | /
22 | C[C@H]1CCCC(=O)CCC/C=C/c2cc(O)cc(O)c2C(=O)O1 | -5% | 4% | 3% | -16% | ? | 0.3% | -5% | 18% | ?
23 | COc1cccc(CCNCc2cccc(C(F)(F)F)c2)c1 | 7% | -4% | -21% | 12% | i | 2.2% | -2% | 1% | -28%
24 | CCN(CCNc1ccc([N+](=O)[O-])c2cccnc12)S(=O)(=O)c1ccc(Cl)cc1 | -11% | -7% | -23% | -180%[0.0737 µM] | i | -0.6% | -8% | 0% | -17%
25 | CCc1cccc(CC)c1N(COC)C(=O)CCl | 1% | -1% | -21% | 2% | i | ? | -7% | -12% | 0%
26 | COC(=O)C1=C(c2ccc(OC(F)(F)F)cc2)C[C@@H]2CC[C@H]1N2C(=O)NCCO | 0% | -2% | 10% | 1% | i | -1.0% | -1% | 14% | 9%
27 | O=C(Nc1cccc(Cl)c1)OC1CN2CCC1CC2 (centres undefined) | -2% | 1% | -40% | 1% | i | 4.8% | -50% | ? | /
28 | COc1cccc(N2CCN(Cc3ccc(Cl)cc3)CC2)c1 | 3% | -2% | / | 2% | i | -0.6% | -24% | -9% | -9%
29 | O=C(Cn1ncc2c3ccccc3n(Cc3ccccc3F)c2c1=O)N1CCC2(CC1)OCCO2 | -10% | -1% | -23% | 19% | i | 0.0% | 8% | -11% | 6%
30 | O=P1(NC2CCCC2)COc2ccccc2OC1 | 12% | 1% | 2% | 3% | i | 0.0% | -1% | 5% | 0%
31 | COc1ccccc1N1CCN(S(=O)(=O)CCNC(=O)C2CC(=O)N(c3ccccc3)C2)CC1 (centres undefined) | -2%&14% | -2% | -11% | 1% | i | -0.6%&-0.4% | -18%&3% | ? | -6%
32 | CC1(C)CN=C(NCc2ccccc2Cl)S1 | 14% | -6% | ? | ? | i | 0.5% | -23% | 7% | 22%
33 | CCN1C(=O)NC(=O)C2(CCCC2)C1=O | -11% | -6% | -20% | 2% | i | 2.9% | 0% | 1% | 4%
34 | Cc1cc(OCC(=O)N2CCC(C(=O)O)CC2)c2c3c(c(=O)oc2c1)CCC3 | 7% | 4% | 3% | -9% | i | -0.9% | 14% | 23% | 4%
35 | CCC1(C)Cc2ccccc2-c2c1c(=O)n(Cc1ccccc1)c1nnnn21 (centres undefined) | 7% | 19%[57.1 µM] | 17% | ? | i | -0.2% | -8% | -4% | 2%
36 | O=C(OC1CC2CCC(N2)C1C(=O)O)c1ccccc1 (centres undefined) | -3% | 9% | -8% | ? | i | -1.0% | 0% | -5% | -3%
37 | O=C(CCC(=O)N1C[C@H]2C[C@@H](C1)c1cccc(=O)n1C2)NCc1ccc(F)cc1 | 1% | -11% | ? | 4% | i | -0.6% | 18% | 12% | 6%
38 | CN1CCC(OC(=O)C2c3ccccc3Oc3ccccc32)CC1 | -2% | 5% | -6% | 4% | i | -0.3% | -4% | -2% | -7%
39 | C1=NCCc2c1[nH]c1ccccc21 | 4% | 1% | 8% | 16µM* | i | 19% | -36% | ? | ?
40 | CCOc1ccc2nc(N(CCN(CC)CC)C(=O)c3ccc([N+](=O)[O-])cc3)sc2c1 | -2% | 7% | 14% | ? | i | 0.3% | 1% | 1% | -4%
41 | CC(C)C[C@H](NC(=O)[C@@H]1CCCN1C(=O)[C@@H](N)Cc1ccc(O)cc1)C(=O)NCC(N)=O | -1% | 0% | 7% | 4%&-12% | i | 0.4% | -3% | -1% | 4%
42 | CN1CCN(C(=O)Cc2ccccc2)CC1 | -11% | 0% | 4% | -3% | i | 0.5% | 0% | 1% | -16%
43 | CCC1CN2CCc3cc(OC)c(OC)cc3C2CC1CC1NCCc2c1[nH]c1ccc(O)cc21 (centres undefined) | 1.2µM* | 10% | 0.52µM* | ? | ? | -1.7% | -9% | 0.089µM* | 0.0075µM*
44 | Cc1ccc(-n2ncc(C(=O)N3CCN(c4ccc(Cl)cc4)CC3)c2C2CCN(C(=O)OC(C)(C)C)CC2)c(C)c1 | -28% | / | 15µM* | / | i | 0.4% | -14% | -8% | -9%

Part of the list above, screen by screen:
[1] CC(Sc1ncnc2sccc12)C(=O)Nc1ccc(S(=O)(=O)N2CCOCC2)cc1 (centres undefined)
[2] O=C(C1CCN(S(=O)(=O)c2ccc(Br)s2)CC1)N1CCN(c2ccccc2)CC1
[3] CCN(CC)C(=O)c1ccc(NC(=S)NC(=O)CCc2ccccc2)cc1
[4] CCOc1ccc(Cn2c(=O)oc3ccc(C)cc32)cc1OC
[5] COC(=O)C1=C(c2ccc(F)cc2OCc2ccccc2)C[C@@H]2CC[C@H]1N2C(=O)N1CCC(C)CC1
[6] CCCCn1c(O)c(C(CC)=NCCN2CCOCC2)c(=O)[nH]c1=O
[7] O=c1[nH]c(=O)n(Cc2ccco2)c(O)c1C=NCCN1CCNCC1
[8] COc1ccc(OC)c(N=Cc2c(O)n(Cc3ccccc3)c(=S)[nH]c2=O)c1

assay / compound	1	2	3	4	5	6	7	8
A549 tox	1%	-9%&-4%	0%	-5%	?	-8%	1%	-4%
EPAC2 antag	0%	0%	-14%	-2%	-26%	-3%	5%	4%
Nrf2 inh	?	?	?	?	?	/	2%	?
MCF10A rerep	-7%	?	9%	9%	?	-9%	-1%	?
ATXN viability	i	i	i	i	?	i	i	i
Nrf2 activator	2.3%	0.1%&0.4%	0.2%	1.6%	2.8%	-0.9%	0.3%	0.2%
HepG2 tox	-6%	-7%&-1%	-6%	-21%	-16%	-20%	12%	-16%
TGFb SMAD3 inh	-4%	-18%&-15%	0%	-11%	?	0%	-1%	4%
ATXN2 expr inh	8%	-19%&10%	-24%	-3%	?	-1%	-6%	-4%
